# PGC1a acetyl inh = inhibitors of PGC1a acetylation signal, primary screen, cell-based, U2OS, AlphaScreen, inhibitor mode | AlphaScreen anti-acetyl-lysine; with virally co-expressed GCN5 acetyltransferase | inhibition, % at 15.6 µM | hit rate 0.17% among 350,000;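 active = every replicate shows inhibition of at least 40%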;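 also: 0% = neutral control wells and 100% = positive control wells; some results beyond the cut were filed as inactive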
# miR-122 sensor = miR-122 Renilla sensor signal increase in Huh7, primary screen, miR-122 inhibitor project, cell-based, single point, plate reader. Huh7 miR-122 Renilla luciferase sensor, 48 h; neutral wells = 0, positive control = 100. activation (reporter increase), % at 12.5 µM. hit rate 0.3% among 340,000. AID 602342, 2012;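 active = mean replicate activation score at least 90 and every replicate individually at or above 90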;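 also: higher luciferase means less miR-122 activity so hits act as miR-122 inhibitors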
# RAD52 inh = RAD52 DNA annealing inhibitors, primary screen, biochemical, FRET, single point, set 2 | DNA repair protein RAD52 homolog (Homo sapiens), P43351 | recombinant RAD52 DNA annealing, FRET fluorescence | inhibition, % at 18.7 µM | hit rate 0.46% among 360,000 | AID 651710, 2012;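 active = every replicate showing at least 50% inhibition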
# Target sequence (P43351 whole entry, looked up): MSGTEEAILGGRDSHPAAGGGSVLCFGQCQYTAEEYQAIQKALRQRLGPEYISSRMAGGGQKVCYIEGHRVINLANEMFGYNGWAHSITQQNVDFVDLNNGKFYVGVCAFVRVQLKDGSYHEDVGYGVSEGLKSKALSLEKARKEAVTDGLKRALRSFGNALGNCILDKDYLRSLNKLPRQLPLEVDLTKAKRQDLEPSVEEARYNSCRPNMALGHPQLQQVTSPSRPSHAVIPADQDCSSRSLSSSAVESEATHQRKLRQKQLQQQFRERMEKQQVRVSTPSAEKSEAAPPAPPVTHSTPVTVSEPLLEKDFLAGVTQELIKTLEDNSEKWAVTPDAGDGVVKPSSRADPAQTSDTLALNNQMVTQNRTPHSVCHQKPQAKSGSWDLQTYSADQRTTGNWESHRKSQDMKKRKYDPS
# E-selectin induc = E-selectin induction in HUVECs, primary screen, imaging, HUVEC, immunofluorescence imaging, single point; P16581; hit rate 0.37% among 260,000; normalized: neutral wells 0, TNF-alpha wells 100; activation, % at 7.58 µM; AID 686992, 2013;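 active = mean E-selectin-positive cell signal at least 10% of the positive control, reached in at least 60% of replicates, without over 20% cell loss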;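 also: in these data hits start at about 27%; measured in HUVEC primary endothelial cells; signal is the percent of cells scored E-selectin positive by PE staining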
# Target sequence (P16581 whole entry, looked up): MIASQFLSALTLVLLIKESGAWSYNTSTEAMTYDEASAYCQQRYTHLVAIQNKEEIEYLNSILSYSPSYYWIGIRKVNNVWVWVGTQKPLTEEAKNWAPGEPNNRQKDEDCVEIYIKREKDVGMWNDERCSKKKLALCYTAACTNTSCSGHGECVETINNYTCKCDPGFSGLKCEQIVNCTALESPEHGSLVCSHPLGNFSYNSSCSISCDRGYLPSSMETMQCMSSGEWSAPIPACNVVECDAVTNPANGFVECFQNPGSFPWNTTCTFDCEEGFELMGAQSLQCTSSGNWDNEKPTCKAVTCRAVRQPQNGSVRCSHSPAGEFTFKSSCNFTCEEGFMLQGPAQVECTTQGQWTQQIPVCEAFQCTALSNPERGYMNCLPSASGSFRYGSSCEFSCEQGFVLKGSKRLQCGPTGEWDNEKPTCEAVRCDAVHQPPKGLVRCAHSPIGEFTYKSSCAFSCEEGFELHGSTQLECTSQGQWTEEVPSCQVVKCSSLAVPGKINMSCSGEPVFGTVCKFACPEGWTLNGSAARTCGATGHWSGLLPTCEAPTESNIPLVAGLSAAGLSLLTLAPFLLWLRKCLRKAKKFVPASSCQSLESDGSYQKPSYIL
#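 Test system – human umbilical vein endothelial cells (HUVEC), E-selectin induction · Input – 3,000 HUVEC seeded per well · Buffer or medium – EGM-2, gelatin · Compound dosing – single-point compound dose · Detection – immunofluorescence imaging · Measure – percent E-selectin-positive cells · Controls – TNF-alpha high, DMSO low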
# Cneo AK release = Cryptococcus neoformans cell lysis inducers, primary screen, AK release luminescence, single concentration; hit rate 0.2% among 360,000; lysis activity, % at 15 µM; C. neoformans lysis, adenylate kinase release luminescence, 4 h; normalised: neutral wells 0, clomiphene wells 100;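 active = mean lysis activity across replicates of at least 80%, whatever share of replicates individually reach that level; inactive = mean lysis activity below 80%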
#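 Material: C. neoformans cells; Schedule: 4 h static compound exposure, 37 °C, read 1 h post-reagent; Measured by: adenylate kinase release luminescence; Read-out: signal increase indicating cell lysis; Controls: Clomiphene as positive lysis control.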
# PglD DTNB = C. jejuni PglD acetyltransferase inhibitors, primary screen, biochemical, DTNB colorimetric, single point | UDP-N-acetylbacillosamine N-acetyltransferase PglD (Campylobacter jejuni) | purified PglD enzyme, DTNB colorimetric CoA detection | inhibition, % at 12.5 µM | hit rate 0.098% among 360,000 | AID 602405, 2012; in the data active = inhibition above about 16%, passing the limit was not always enough; also: strong numbers were not always called active
# RAD54 inh = inhibitors of human RAD54 branch migration, primary screen, biochemical, fluorescence, single point; RAD54 Holliday junction branch migration, FAM/BHQ fluorescence; inhibition, % at 10.4 µM; DNA repair and recombination protein RAD54-like (Homo sapiens), Q92698; hit rate 0.14% among 360,000;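 active = mean normalized replicate activity at least 40 and at least half of replicates scoring 40 or more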;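 also: 0% = median of neutral control wells and 100% = median of positive control wells; inhibitors cause a drop in the FAM fluorescence signal; in these data hits start at about 50%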
# ERAP1 inh = human ERAP1 aminopeptidase inhibitors, primary screen, biochemical, single point, plate reader; Endoplasmic reticulum aminopeptidase 1 (Homo sapiens), Q9NZ08; recombinant ERAP1, Leu-AMC fluorescence, 60 min; inhibition, % at 10.7 µM; hit rate 0.15% among 340,000; AID 652197, 2013;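 active = mean replicate inhibition of at least 30%, or all replicates individually reaching that 30% level; inactive = mean below 30% and not every replicate reaching it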;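 also: 0% = neutral control wells and 100% = L-leucinethiol positive control wells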
# Starred values were filed as active, the others as inactive; nt = not tested or not shown; [ ] = dose if it differs, or a comment.
SMILES,PGC1a acetyl inh,miR-122 sensor,RAD52 inh,E-selectin induc,Cneo AK release,PglD DTNB,RAD54 inh,ERAP1 inh
O=c1[nH]cnc2c1nnn2Cc1ccccc1,nt,nt,-4,nt,0,-10,-6,2
OC[C@@H]1Nc2ccc(C3=CCCCC3)cc2[C@@H]2[C@H]1CCN2Cc1nccs1,-13,nt,-4,0.6,nt,nt,nt,-2
CCOC(=O)N1CCC(N(CCN(C)C)C(=S)Nc2cccc(Cl)c2)CC1,1,-8,-7,0.0,-1,1,0,1
CCOc1cc(/C=C2/NC(=O)N(CC(=O)Nc3cccc(C)c3)C2=O)ccc1OC,nt,nt,0,nt,2,-5,3,1
O=C(NC12CC3CC(CC(C3)C1)C2)c1cccc([N+](=O)[O-])c1,-7,0,2,-0.2,-4,-1,-5,11
CCC(=O)N(C)C[C@@H]1Oc2ncc(-c3ccccc3OC)cc2C(=O)N([C@H](C)CO)C[C@@H]1C,8,12[16.7 µM],-12,-0.5,-2,1,-7,-1
CCOc1ccc(/C=C2\C(=O)c3ccccc3OC2c2ccccc2)cc1 (stereo not given),-3,6,nt,nt,-4,-2,0,nt
C=CCOc1c(Cl)cc(CNCCC)cc1Cl,5,-2,nt,nt,0,3,-4,nt
CCC(=O)N1CC(=O)N2[C@H](C1)[C@H](c1ccc(-c3cccc(C(=O)N(C)C)c3)cc1)[C@@H]2CO,5,nt,-6,0.3,nt,nt,nt,0
CN(CC(=O)Nc1ccccc1C(F)(F)F)C(=O)CSCc1ccc(Cl)c(Cl)c1,nt,nt,-5,nt,2,1,-11,0
Cc1sc2ncnc(SCC(=O)NC(=O)NCc3ccco3)c2c1C,-2,-3,-29,nt,-3,3,-9,2
CC(C)NC(=O)N(C)C[C@@H]1Oc2ccc(NC(=O)Nc3ccccc3)cc2CC(=O)N([C@@H](C)CO)C[C@H]1C,3,-4[16.7 µM],9,nt,-1,-9,16,2
O=C(NCCN1CCOCC1)c1cc(-c2cccs2)nc2ccccc12,nt,0,-12,nt,4,5,6,0
COc1cccc(-c2ccc3n(c2=O)C[C@H]2[C@H](CO)[C@@H](C(=O)NCC4CC4)N(C(=O)NC(C)C)[C@@H]32)c1,nt,-4[16.7 µM],-11,-0.2,2,3,-5,0
COc1ccc([C@H]2CC(=O)C=C(C#CC(C)(C)C)C2)cc1,nt,nt,1,nt,1,5,-1,-1

# Sorted by formula weight (lowest first): part of the list above
SMILES,PGC1a acetyl inh,miR-122 sensor,RAD52 inh,E-selectin induc,Cneo AK release,PglD DTNB,RAD54 inh,ERAP1 inh
O=C(NC12CC3CC(CC(C3)C1)C2)c1cccc([N+](=O)[O-])c1,-7,0,2,-0.2,-4,-1,-5,11
CCOc1ccc(/C=C2\C(=O)c3ccccc3OC2c2ccccc2)cc1 (stereo not given),-3,6,nt,nt,-4,-2,0,nt
OC[C@@H]1Nc2ccc(C3=CCCCC3)cc2[C@@H]2[C@H]1CCN2Cc1nccs1,-13,nt,-4,0.6,nt,nt,nt,-2
CCC(=O)N(C)C[C@@H]1Oc2ncc(-c3ccccc3OC)cc2C(=O)N([C@H](C)CO)C[C@@H]1C,8,12[16.7 µM],-12,-0.5,-2,1,-7,-1

# Returning to the listing, repeating the 3 entries before the break.
SMILES,PGC1a acetyl inh,miR-122 sensor,RAD52 inh,E-selectin induc,Cneo AK release,PglD DTNB,RAD54 inh,ERAP1 inh
O=C(NCCN1CCOCC1)c1cc(-c2cccs2)nc2ccccc12,nt,0,-12,nt,4,5,6,0
COc1cccc(-c2ccc3n(c2=O)C[C@H]2[C@H](CO)[C@@H](C(=O)NCC4CC4)N(C(=O)NC(C)C)[C@@H]32)c1,nt,-4[16.7 µM],-11,-0.2,2,3,-5,0
COc1ccc([C@H]2CC(=O)C=C(C#CC(C)(C)C)C2)cc1,nt,nt,1,nt,1,5,-1,-1
C/C(=N\NC(=O)c1ccc(N/N=C(\C)c2ccc(O)cc2)cc1)c1ccc(O)cc1,-12,10,-13,0.0,nt,nt,nt,0
O=C(COC(=O)c1cccnc1Cl)NCC1CCCO1 (stereo not given),-1,-5,-3,-0.1,-1,6,-1,1
CCCNC(=O)N1CC(=O)N2[C@H](CO)[C@H](c3ccc(C#Cc4cccc(F)c4)cc3)[C@@H]2C1,-19,nt,-1,-0.4,nt,nt,nt,2
COc1cccc(CN2CC(C(=O)NC3(c4ccccc4)CC3)CCC2=O)c1 (stereo not given),nt,-5,-4,-0.4,0,2,1,-4
O=C(O)c1cnn2c1NC(c1ccc(F)cc1)CC2C(F)(F)F (stereo not given),-4,-2,nt,nt,1,-2,-9,nt
CCN1CCN(C(=O)CCc2nc3ccccc3c(=O)[nH]2)CC1,13,0,nt,nt,0,-8,-4,nt
O=S(=O)(Nc1cccc(-c2cn3cccnc3n2)c1)c1ccc(-c2ccccc2)cc1,-16,21,nt,nt,1,-7,3,nt
COCC#Cc1ccc([C@@H]2[C@@H](CO)N3C(=O)CN(C(=O)C4CC4)C[C@H]23)cc1,5,nt,-4,0.0,nt,nt,nt,0
COc1ccc(C(=O)Nn2cnnc2)c(OC)c1,0,21,nt,nt,12,-6,-5,nt
Cn1nccc1C(=O)Nn1cnnc1,0,-11,nt,nt,-1,7,-7,nt
Cc1ccccc1C(=O)NC1CC2CCCC(C1)N2Cc1ccc(Cl)cc1 (stereo not given),7,3,-13,-1.8,0,-5,1,-3
O=C(CNC(=O)c1ccc(Br)o1)NCC1CCCCC1,-10,-1,-16,-0.1,1,-6,10,-2
COc1ccc(C2=NOC(C(=O)NC(C)(C)C)C2)cc1 (stereo not given),-21,-5,nt,nt,1,2,-3,nt
C[C@@H]1CN([C@H](C)CO)C(=O)Cc2cc(NS(=O)(=O)c3cccs3)ccc2O[C@@H]1CN(C)S(C)(=O)=O,11,3[16.7 µM],0,-5.9,1,-2,5,-1
COc1ccc(NC(=O)N(C)C[C@H]2Oc3c(NC(=O)NC(C)C)cccc3C(=O)N([C@@H](C)CO)C[C@H]2C)cc1,-3,-16[16.7 µM],23,0.1,1,3,-10,-1
CCn1c(SCC(=O)Nc2ccc(OCc3ccccc3)cc2)nnc1-c1ccco1,-9,nt,nt,nt,-1,-4,10,nt
Cc1cc(NC(=O)CSc2ccc3nnc(-c4ccccc4)n3n2)no1,20,5,-13,nt,5,-1,-1,1
COc1ccc(-c2ccc3c(c2)S(=O)(=O)c2cccc(C(=O)N4CCN(c5ccc(Cl)cn5)CC4)c2C3=O)cc1OC,nt,nt,-11,-0.1,-11,-1,3,nt
O=C(Nc1cccc(F)c1)N1CC(=O)N2[C@@H](CO)[C@H](c3ccc(-c4ccccc4)cc3)[C@@H]2C1,-6,nt,-11,1.1,nt,nt,nt,3
O=C(Nc1ccc([N+](=O)[O-])cc1)c1cc(-c2ccccn2)nc2c(Cl)cccc12,-1,nt,-23,6.5,nt,nt,nt,4
CCN(CC(=O)Nc1ccc(NC(C)=O)cc1)C(=O)c1cc(S(=O)(=O)N2CCCCCC2)ccc1OC,3,-5,0,1.7,nt,nt,nt,0
CN(C)/C=C(/C(=O)c1ccc(F)cc1)S(=O)(=O)c1ccc(F)cc1,4,-2,-6,nt,nt,nt,nt,-8
O=C(NN1CCCCCC1)c1ccccc1F,-16,4,-17,nt,0,4,0,0
COc1ccccc1C(CNC(=O)CNC(=O)c1cccc(Cl)c1)N1CCCC1 (stereo not given),2,0,-29,-1.9,1,-2,-5,-1
Cc1[nH]c2ccccc2c1C(=O)CN1CCC2(CC1)OCCO2,12,2,nt,nt,-1,1,-5,nt
Cc1cc(NC(=O)Nc2ccc(Cl)cc2)n(C(C)(C)C)n1,2,-12,6,0.1,-2,7,-6,-3
CCn1c(COc2ccc(C)cc2)nnc1SCC(=O)Nc1cc(OC)ccc1OC,18,-2,nt,nt,-1,-1,7,nt
O=C(/C=C\Nc1ccccn1)c1ccccc1,6,-2,nt,nt,-3,0,3,nt
CCCC(=O)Nc1ccc2c(c1)C(=O)N(C)C[C@@H](OC)[C@@H](C)CN(C(=O)c1ccccc1F)[C@@H](C)CO2,7,-9[16.7 µM],-14,-0.2,-3,2,-6,-3
C[C@@H]1CN([C@@H](C)CO)C(=O)Cc2cc(N(C)C)ccc2O[C@@H]1CN(C)S(=O)(=O)c1cccs1,-6,1[16.7 µM],5,-2.9,-17,-2,6,-1

# Compounds shown so far that contain a nitro group on carbon:
SMILES,PGC1a acetyl inh,miR-122 sensor,RAD52 inh,E-selectin induc,Cneo AK release,PglD DTNB,RAD54 inh,ERAP1 inh
O=C(NC12CC3CC(CC(C3)C1)C2)c1cccc([N+](=O)[O-])c1,-7,0,2,-0.2,-4,-1,-5,11
O=C(Nc1ccc([N+](=O)[O-])cc1)c1cc(-c2ccccn2)nc2c(Cl)cccc12,-1,nt,-23,6.5,nt,nt,nt,4

# Other records:
SMILES,PGC1a acetyl inh,miR-122 sensor,RAD52 inh,E-selectin induc,Cneo AK release,PglD DTNB,RAD54 inh,ERAP1 inh
C=CC[C@H](CC(=O)NCCO)C(=O)N[C@H](COC(=O)[C@H](CC=C)CC(=O)OC(C)(C)C)c1ccccc1,nt,-26,-8,0.1,2,4,-1,-2
Cc1cc(S(=O)(=O)N2CCCC2)ccc1OCC(=O)NCc1ccccn1,-3,-4,-6,nt,0,4,1,-1
C[C@@H]1CN([C@@H](C)CO)C(=O)c2cc(NC(=O)c3ccncc3)ccc2O[C@@H]1CN(C)Cc1ccc(C(=O)Nc2ccccc2N)cc1,2,nt,-4,1.8,nt,nt,nt,1
Cn1c(SCC(=O)NCc2ccco2)nc2ccccc2c1=O,3,-10,nt,nt,-1,2,-1,nt
NC(=O)c1ccccc1OCC(=O)N1CCC(Cc2ccccc2)CC1,nt,nt,0,0.4,0,2,2,0
COc1cc(C(=O)NC2CC3CCCC(C2)N3CC(=O)Nc2ccccc2)cc(OC)c1OC (stereo not given),-9,-4,nt,nt,0,2,6,nt
CN(C)S(=O)(=O)c1ccc(N2CCCC2)c(C(=O)NCCc2ccc(F)cc2)c1,2,0,-5,-0.1,1,-5,7,-7
O=C(Cc1ccccn1)N[C@H]1CC[C@H](CCn2cc(-c3cccnc3)nn2)O[C@H]1CO,18,nt,-2,0.6,-1,-1,0,7
O=C(C[C@H]1CC[C@H](NC(=O)C2CC2)[C@H](CO)O1)NCc1ccncc1,4,nt,-11,0.0,2,-1,-7,-1
Cc1cc(NC(=O)COC(=O)CCCOc2ccc(Cl)cc2C)no1,-6,-2,nt,nt,1,2,-5,nt
O=C(NCCc1c[nH]c2ccccc12)c1cc(S(=O)(=O)N2CCCCC2)ccc1N1CCOCC1,3,14,nt,nt,2,1,7,nt
O=C(O)c1ccc(CSCc2ccccc2F)o1,-23,-2,nt,nt,1,-6,-2,nt
Cc1nonc1C(=O)N/N=C/c1ccc([N+](=O)[O-])o1,nt,1,-8,nt,-3,5,8,1
COc1ccc(NC(=O)C2CCN(S(=O)(=O)c3ccc(N4CCCC4=O)cc3)CC2)c(OC)c1,5,-3,-17,nt,6,5,-18,0

# Assay outcomes deposited in PubChem by Broad Institute.
